# Cneo AK release = Cryptococcus neoformans lysis via adenylate kinase release; C. neoformans lysis, adenylate kinase release luminescence, 4 h; normalised: neutral wells 0, clomiphene wells 100; lysis activity, % at 15 µM; 0.2% of 360,000 active; AID 651654;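 active means mean lysis activity across replicates of at least 80%, whatever share of replicates individually reach that level; inactive means mean lysis activity below 80%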
#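 Assay system: Cryptococcus neoformans yeast cells / Dosing: single-point compound dose / Timing: 4 h at 37 °C static, read 1 h later / Measured by: luminescence of released adenylate kinase using an AK detection reagent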
# PAX8 inh HTS = inhibitors of PAX8 transcriptional activity in RMG-I cells; RMG-I TPO-luciferase reporter, SteadyGlo, 24 h; inhibition, % at 12.6 µM; 1.2% of 360,000 active;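 active means mean replicate inhibition at least 60% with every replicate also reaching 60%; inconclusive means only one of the two criteria is met; inactive means mean below 60% and not all replicates reaching 60%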;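 further: luciferase light reporting Pax8 driven TPO promoter activity; plate controls were median of neutral control wells for no effect and mitoxantrone controls for full effect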
# INS-1E GSIS act = primary screen for activators of insulin secretion dependent on glucose, INS-1E cells, GLuc reporter luminescence | INS-1E GLuc reporter insulin secretion, 2-3 h | activation, % at 16.6 µM | 0.61% of 370,000 active;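 active means lowest replicate activation of at least 40%, so every replicate reaches that level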;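 further: 0% = median of neutral control wells and 100% = median of IBMX positive control wells; some compounds called inactive have numbers as strong as hits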
# PglD inh = PglD (C. jejuni) enzyme inhibition; purified PglD enzyme, DTNB colorimetric CoA detection; inhibition, % at 12.5 µM; 0.098% of 360,000 active; in the data active means inhibition above about 16%, passing the limit was not always enough; inconclusive means no clear call, values can overlap the other calls; further: strong numbers were not always called active
# PGC1a acetyl inh = PGC1a acetylation modulation, inhibitor mode. 0.17% of 350,000 active. U2OS PGC1a acetylation, AlphaScreen anti-acetyl-lysine; with virally co-expressed GCN5 acetyltransferase. inhibition, % at 15.6 µM. AID 651687;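 active means every replicate shows inhibition of at least 40%; inconclusive means mean inhibition at least 40% but some replicate below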;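 further: 0% = neutral control wells and 100% = positive control wells; some results beyond the cut were filed as inactive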
# ARNT TACC3 PPI = disrupts binding between human ARNT and TACC3. AlphaScreen His-ARNT PAS-B/GST-TACC3 binding, luminescence; TACC3 fragment carries E629A point mutation. inhibition, % at 9.99 µM. 0.66% of 390,000 active. AID 623870;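 active means mean inhibition of replicates at least 50% and at least half of replicates each reaching 50%; inconclusive means half or more replicates reach 50% but mean below 50%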;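 further: 0% = complete ARNT plus TACC3 wells and 100% = ARNT alone without TACC3; many hits fall short of the cut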
# Statin myotox sup = suppression of simvastatin myotoxicity; AID 602340; 0.78% of 330,000 active; rescue of ATP level, % at 7.49 µM; C2C12 myotubes + simvastatin, ATP luminescence, 48 h; scaled: DMSO 0, geranylgeraniol control 100;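 active means mean ATP rescue above about 67%, or every replicate alone reaching that limit, limit read from the data, passing the limit was not always enough; inconclusive means no clear call, values can overlap the other calls; inactive means mean under the limit and some replicate under it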;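 further: myotubes were challenged with 10 µM simvastatin during compound exposure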
# LGR2 inh = blocks bursicon-induced cAMP signaling via Drosophila LGR2; AID 720647; inhibition, % at 9.99 µM; HEK293 LGR2, CRE-luciferase, bursicon-stimulated, 4 h; 0.35% of 380,000 active;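 active means drop in luminescence signal, shown as inhibition above about 50% in the replicate tests, limit read from the data, passing the limit was not always enough; inconclusive means probably only some replicates passing the limit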;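 further: agonist challenge used bursicon conditioned medium at about half maximal strength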
# Active calls of the source: *; ? = inconclusive; . = not tested or not shown. Random draw from the library; 2.9% or so of the library scored in one or more.
molecule	Cneo AK release	PAX8 inh HTS	INS-1E GSIS act	PglD inh	PGC1a acetyl inh	ARNT TACC3 PPI	Statin myotox sup	LGR2 inh
COCCn1c(N)c(N(Cc2ccccc2)C(=O)c2ccc(N3CCCC3=O)cc2)c(=O)[nH]c1=O	0	-4	-4	-3	.	3	0	3
C[C@H](CO)N1C[C@H](C)[C@@H](CN(C)S(C)(=O)=O)Oc2ccc(NC(=O)Nc3ccc(F)cc3)cc2C1=O	-4	-12	18	2	-3	-7	-33	4
COCC(=O)N(C)C[C@H]1Oc2ncc(/C=C/c3ccccc3)cc2C(=O)N([C@H](C)CO)C[C@H]1C	-3	.	23	7	-4	-8	4	-6
Cc1ccccc1OCC(O)CNC1CCCC1 (stereo unspecified)	1	10	-5	0	.	0	6	5
Cc1cccc(Nc2ncc3c(n2)CC(C)CC3=O)c1 (stereo unspecified)	-7	.	.	7	-3	-4	22	.
COc1cc(C(=O)Nc2ccc(S(=O)(=O)Nc3cnc4ccccc4n3)cc2)cc(OC)c1OC	0	-5	15	3	-18	1	0	0
C[C@H](CO)N1C[C@H](C)[C@@H](CN(C)S(=O)(=O)c2cccs2)OCCCC[C@H](C)Oc2ccc(NC(=O)Nc3ccc4c(c3)OCO4)cc2C1=O	-2	4	0	0	-17	-7	.	4
O=C(NCCc1ccccc1)C1Cc2c(-c3ccc(Cl)cc3)ccnc2O1 (stereo unspecified)	1	-3	-43	9	16	.	13	-7
C[C@@H]1CN([C@H](C)CO)C(=O)c2cccc(NC(=O)Nc3cccc4ccccc34)c2O[C@@H]1CN(C)C	.	-4	-24	.	3	.	.	3
Cc1c(C)n2c(SCC(=O)N3CC(C)OC(C)C3)nnc2[nH]c1=O (stereo unspecified)	.	-2	-4	.	1	-2	-4	-2
C/C(=N\NC(=O)c1ccc2c(c1)OCO2)c1ccc2c(c1)OCO2	3	-67	-1	-4	-5	1	-13	-21
CSc1ccccc1NC(=O)c1cnc2sc(C)cn2c1=O	-1	-218	7	-7	.	0	-1	-67
CCOc1ccc(NCc2cccn2-c2nnc(N3CCC(C(=O)NCCCN4CCCCC4)CC3)s2)cc1	0	-13	7	2	-4	17	6	-2
CCOc1cc(NC(=S)NCCCOC)c(OCC)cc1NC(=O)c1cccs1	.	1	3	.	.	-8	-6	8
COc1ccc(C(OCC(O)CNCCc2ccc(S(N)(=O)=O)cc2)c2ccc(OC)cc2)cc1 (stereo unspecified)	1	10	-17	5	5	6	-7	2
COc1ccc(NC(=O)C(C)(C)Oc2ccc(Cl)cc2)cn1	1	-10	10	3	.	-5	1	-17
NC(=O)[C@@H]1CCCNc2c(F)cc([N+](=O)[O-])cc2C(=O)N[C@@H](CO)C(=O)N[C@@H](Cc2ccc(O)cc2)C(=O)N1	4	-16	-4	-7	-4	32	-2	-25
CCOc1ccccc1C(=O)Nc1nncs1	0	.	4	-1	8	5	19	-6
N#Cc1cc(C(=O)c2ccccc2O)cn(-c2nccs2)c1=O	.	28	-19	.	.	3	.	12
CCc1ccc(C(C)NC(=O)c2ncn[nH]2)cc1 (stereo unspecified)	-2	-10	3	-7	13	13	7	5
COc1ccccc1CNC(=O)COc1ccc(Br)c(C)c1	4	30	-9	0	0	-5	17	-8
COc1ccc(CCNc2oc(COc3ccccc3F)nc2C#N)cc1	-2	.	.	4	-11	.	-13	.
C[C@@H]1CN([C@H](C)CO)C(=O)c2cc(-c3ccncc3)cnc2O[C@@H]1CN(C)C(=O)C1CCCCC1	.	24	8	.	5	.	.	2
C[C@@H]1CCCCO[C@@H](CN(C)C(=O)Nc2ccc3c(c2)OCO3)[C@H](C)CN([C@@H](C)CO)C(=O)c2cc(NC(=O)CCC(F)(F)F)ccc2O1	-2	.	-6	-1	-5	-1	.	-9
Clc1ccc(CNc2ncnc3[nH]ncc23)c(Cl)c1	.	-19	-14	.	6	-3	1	10
Clc1ccc(C2=Nc3cc(Cl)ccc3OC2)cc1	.	-46	-14	.	-12	6	.	-57
O=C(Nc1ccccc1)c1[nH]ncc1[N+](=O)[O-]	1	.	-5	0	7	-4	.	.
O=C(O)C[C@@H]1C[C@@H]2c3cc(NC(=O)Nc4ccc(F)cc4)ccc3O[C@@H]2[C@H](CO)O1	11	.	4	-3	5	-8	-4	-2
COc1ccc(Cc2nc3ccc(S(=O)(=O)N4CCOCC4)cc3[nH]2)cc1OC	-2	.	.	3	-2	-4	-9	.
CC1CCCC(NC(=O)CCn2c(=S)oc3ccccc32)C1C (stereo unspecified)	-2	6	10	4	5	-3	1	-15
COc1ccccc1C(=O)NC(=O)COC(=O)C1CC2CCCC(C1)C2=O (stereo unspecified)	0	.	12	3	0	3	-2	-33
Brc1cc(Br)c2nc(-c3ccc(N4CCOCC4)cc3)ccc2c1	-3	.	.	-3	.	0	0	.
Cc1ccc(OCC(=O)NC(C)c2ccccc2)cc1C (stereo unspecified)	204*	-15	-6	1	8	-6	-6	9
CCC(=O)N1[C@@H]2c3ccc(/C=C/c4ccccc4)c(=O)n3C[C@@H]2[C@@H](CO)[C@@H]1C(=O)OC	-1	-14	3	-1	.	-10	23	4
O=C(CCN1CCN(C(c2ccccc2)c2ccccc2)CC1)N/N=C/c1ccc(O)cc1	.	-13	-17	.	.	-9	.	32
COCC1COS(=O)(=O)NC1(C)C (stereo unspecified)	2	-10	.	0	3	-4	0	13
CC(C)=CCC/C(C)=C/C=N/NC(=O)c1cccc([N+](=O)[O-])c1	.	-12	-26	.	.	-3	21	4
Cc1nnc(SCC(=O)Nc2sccc2C(N)=O)s1	-2	0	.	3	.	0	1	7
CCCCCCN1C[C@@H](n2cc(-c3ccc(F)cc3)nn2)[C@H](O)C[C@@H]1c1ccc(Cl)cc1	0	89*	.	2	10	.	28	?
CN=c1scc(-c2ccco2)n1/N=C/c1ccc(O)c(O)c1	.	-66	18	.	6	13	.	-3
CN1CCN/C1=C(/C(Cl)=C(Cl)Cl)[N+](=O)[O-]	.	1	1	.	-4	1	-3	11
COc1ccc(C)c(NC(=O)NCCc2cnc[nH]2)c1	0	-19	-2	4	8	-2	22	8
O=C(NCCCn1ccnc1)c1cccc(Br)c1	1	-2	18	-6	6	-8	-1	0
Cc1cc(Cl)ccc1OCC(=O)OCC(=O)c1c(N)n(C)c(=O)n(C)c1=O	-1	1	4	-5	-2	-2	-8	-11
O=C(C[C@@H]1C[C@H]2c3cc(NC(=O)c4ccc5c(c4)OCO5)ccc3O[C@H]2[C@@H](CO)O1)NCc1cccc(F)c1	-12	-37	0	4	-10	17	-2	-6
CC1(C)C(=O)Nc2ccccc2N1C(=O)CN1C(=O)C(=O)N(C2CCCC2)C1=O	.	-7	-7	.	.	-7	.	9
COC(=O)Nc1nnc(-c2ccccc2OC)s1	.	-1	-6	.	.	-3	.	-79
COc1cc(NC(=O)COc2ccc(-n3ccnc3)cc2)cc(OC)c1	.	-30	4	.	8	-3	.	-4
CC(=O)Nc1ccc(S(=O)(=O)N2CCSC2c2ccc(Cl)cc2)cc1 (stereo unspecified)	1	.	.	-3	-7	0	.	.
CO[C@@H]1CN(C)C(=O)c2cc(NC(=O)C3CCC3)ccc2OC[C@H](C)N(Cc2ccncc2)C[C@@H]1C	-8	.	8	-6	7	-5	-13	-2

# Remaining list, next part.
molecule	Cneo AK release	PAX8 inh HTS	INS-1E GSIS act	PglD inh	PGC1a acetyl inh	ARNT TACC3 PPI	Statin myotox sup	LGR2 inh
COc1cccc(NC(=O)Cn2nnc(C(=O)NCc3cccs3)c2N)c1	2	8	6	0	-7	-3	4	14
COc1ccc(S(=O)(=O)NC2CCCCC2)cc1-n1cnnn1	1	14	7	-6	-1	12	8	9
CCN(CC(=O)Nc1ccccc1C(F)(F)F)C(=O)c1cccc(S(=O)(=O)N2CCN(C)CC2)c1	2	3	30	-2	-8	.	-8	-15
C/C(=C\C(=O)C(F)(F)F)Nc1cc(C)cc(C)c1	4	.	.	-2	-3	2	139*	.
CCc1cccc(NC(=O)CN(C)C2=NS(=O)(=O)c3ccccc32)c1	1	10	5	2	-3	4	-4	1
CN(C)CCCN(C(=O)COc1ccc(Cl)cc1)c1nc2cc3c(cc2s1)OCCO3	5	-54	-62	6	-12	12	18	-5
C[C@H]1CN([C@@H](C)CO)C(=O)c2ccccc2-c2ccccc2CO[C@@H]1CN(C)C(=O)Nc1ccc(-c2ccccc2)cc1	.	1	0	.	-4	.	.	9
COc1ccccc1NC(=O)N[C@@H]1CC[C@H](CCn2cc(-c3ccccc3)nn2)O[C@@H]1CO	2	21	-11	-1	-3	0	-9	-6
Cc1cccc(CN2CCN(c3ncccn3)CC2)c1	-2	-23	5	4	0	20	-12	-5
Cc1cc(C)nc(NC2=NCC(=O)N2c2ccc(Cl)cc2)n1	1	.	.	-2	-15	-25	-5	.
O=c1[nH]c(=O)n(CCc2ccc(F)cc2)c(O)c1C=NCc1ccc2c(c1)OCO2	2	.	.	-3	-6	-7	-39	.
CN1C(=O)C2(OCCCO2)c2ccccc21	1	-15	15	-3	7	-5	-20	-3
Cc1cccc(/N=C/c2sc3ccccc3c2O)n1	1	1	16	3	6	-3	1	-61
Cc1cccc(C)c1NC(=O)/C(C#N)=C/c1ccc(-c2ccc(C(=O)O)cc2)o1	-2	-161	7	-4	.	1	-3	-119
CCOC(=O)CNC(=O)c1cc2c(=O)[nH]c3ccc(C)cc3c2s1	0	10	22	1	3	2	-2	-2
C[C@@H]1CN([C@H](C)CO)C(=O)c2cc(NS(=O)(=O)c3ccccc3)ccc2O[C@@H](C)CCCCO[C@@H]1CN(C)S(C)(=O)=O	-4	-18	6	-2	-1	-4	-26	9
CCOc1ccc(N2CC(C(=O)Nc3cccnc3)CC2=O)cc1 (stereo unspecified)	1	-3	8	-1	.	13	.	5
CS(=O)(=O)N(CC(=O)Nc1c(F)cccc1F)Cc1ccccc1	0	14	-6	-5	-8	-9	6	8
COCCN(C(=O)COc1ccc(Cl)cc1)c1nnc(-c2cccnc2)s1	1	.	4	3	6	-6	12	-4
O=C(NCc1ccco1)C(=O)NCC1OCCN1C(=O)c1ccc(Cl)cc1 (stereo unspecified)	.	17	1	.	2	26	8	6
S=c1[nH]nc(CCc2ccccc2)n1-c1ccccc1	.	7	16	.	.	4	.	-6
CO[C@H](CN(C)C(=O)C1CCOCC1)[C@@H](C)CN([C@@H](C)CO)S(=O)(=O)c1ccccc1	3	.	4	0	11	-2	-3	2
Cc1ccc(C)n1N1C(=O)/C(=C\c2ccc(Cl)cc2)SC1=S	7	.	.	1	11	.	-10	.
CC(NC(=O)c1cccc(OC2CCN(C(=O)C3CC3)CC2)c1)c1ccc(F)cc1 (stereo unspecified)	0	-3	-26	0	-15	-6	-12	-7
O=[N+]([O-])c1cccc(CN2CCC(Cc3ccccc3)CC2)c1	0	27	4	-3	10	18	5	-6
CCn1c(N2CCN(CC(=O)c3c[nH]c4ccccc34)CC2)nc2c1c(=O)[nH]c(=O)n2C	0	21	.	1	6	-8	13	.
